# Screening data deposited in PubChem BioAssay by The Scripps Research Institute Molecular Screening Center.
# FBW7 act = activators of human E3 ligase FBW7; AlphaScreen FBW7–phospho-cyclin E peptide binding, activator screen; 650,000 tested, 0.13% active; AID 1259310; normalized activity (activation), % at 26.1 µM; in the data active = normalized activity above about 1.9%;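 note: purified mutant Fbw7 with reduced substrate affinity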
# Target sequence (Q969H0 whole entry, looked up): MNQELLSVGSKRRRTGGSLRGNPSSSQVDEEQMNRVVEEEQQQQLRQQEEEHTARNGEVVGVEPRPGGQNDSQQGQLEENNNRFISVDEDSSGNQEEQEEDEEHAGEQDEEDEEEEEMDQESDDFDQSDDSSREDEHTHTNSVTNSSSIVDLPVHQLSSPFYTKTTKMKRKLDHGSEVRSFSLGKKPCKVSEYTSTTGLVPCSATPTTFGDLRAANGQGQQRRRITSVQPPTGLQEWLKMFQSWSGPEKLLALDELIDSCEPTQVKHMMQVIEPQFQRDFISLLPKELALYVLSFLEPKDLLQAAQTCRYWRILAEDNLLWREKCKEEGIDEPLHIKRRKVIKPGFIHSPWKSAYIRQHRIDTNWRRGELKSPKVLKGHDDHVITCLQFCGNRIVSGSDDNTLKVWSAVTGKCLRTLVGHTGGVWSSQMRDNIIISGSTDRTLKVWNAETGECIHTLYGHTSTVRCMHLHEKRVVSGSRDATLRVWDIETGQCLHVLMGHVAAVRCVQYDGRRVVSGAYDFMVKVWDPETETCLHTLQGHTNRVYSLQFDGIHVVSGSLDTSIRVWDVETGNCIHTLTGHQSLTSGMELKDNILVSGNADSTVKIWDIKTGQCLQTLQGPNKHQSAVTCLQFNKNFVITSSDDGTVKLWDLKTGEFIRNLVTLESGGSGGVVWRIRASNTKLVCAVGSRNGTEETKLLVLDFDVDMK
# MITF primary = human MITF inhibition, primary screen; AlphaScreen MITF homodimerization, bead proximity signal; inhibition, % at 2.6 µM; 650,000 tested, 0.91% active; in the data active = inhibition above about 50%;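 note: 0% = vehicle wells with protein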
# GPR151 ag = activates the human receptor GPR151; activation, % at 11.2 µM; AID 1508602; 650,000 tested, 1% active; PathHunter beta-arrestin GPR151 cells, luminescence; in the data active = activation above about 4.9%;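 note: 0% = median of compound wells and 100% = cells with positive control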
# Target sequence (Q8TDV0 whole entry, looked up): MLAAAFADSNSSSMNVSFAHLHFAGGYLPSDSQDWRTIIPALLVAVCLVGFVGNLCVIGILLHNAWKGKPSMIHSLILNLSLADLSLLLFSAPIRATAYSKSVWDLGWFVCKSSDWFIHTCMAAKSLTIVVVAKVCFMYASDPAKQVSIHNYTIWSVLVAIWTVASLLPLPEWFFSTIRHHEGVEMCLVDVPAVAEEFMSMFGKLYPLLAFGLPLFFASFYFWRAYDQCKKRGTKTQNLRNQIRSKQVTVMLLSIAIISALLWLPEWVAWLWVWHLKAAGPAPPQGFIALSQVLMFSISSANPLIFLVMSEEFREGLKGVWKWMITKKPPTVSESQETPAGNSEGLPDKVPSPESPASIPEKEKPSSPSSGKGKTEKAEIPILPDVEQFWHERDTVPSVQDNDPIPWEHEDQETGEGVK
# TEAD-YAP inh = TEAD-YAP interaction inhibition. HEK-TIYL cells, TEAD-Gal4/YAP UAS-luciferase luminescence. inhibition, % at 9.12 µM. 640,000 tested, 1.4% active; in the data active = inhibition above about 32%;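 note: 0% = median of test compound wells and 100% = reference inhibitor wells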
# * = called active by the depositor.
no.	Molecule	FBW7 act	MITF primary	GPR151 ag	TEAD-YAP inh
1	CC(C)n1c(Nc2cnccn2)nc2c(NCc3cccc(C(F)(F)F)c3)ncnc21	-0.1	7	0.8	-12
2	CC(=O)Nc1cccc(CNCc2cccc(NC(C)=O)c2)c1	-0.1	-5	2.2	12
3	CCOc1ccc(-n2c(SCc3cccnc3)nc3c(sc(=S)n3-c3ccc(C)cc3C)c2=O)cc1	-0.1	-7	1.1	9
4	CC12N=NCC1C(=O)N(c1ccccc1F)C2=O (configuration not stated)	0.2	4	0.4	-2
5	Cc1ccccc1CNC(=O)Cc1ccccc1	-0.1	7	-0.8	-38
6	COc1ccc(Nc2nc(Cl)cc(N)c2[N+](=O)[O-])cc1	0.0	25	1.0	2
7	COc1ccc(-n2cc(-c3ccccc3)c3c(N4CCC5(CC4)OCCO5)ncnc32)cc1	0.2	8	1.6	6
8	O=C(CCC(=O)c1cccs1)OCC(=O)c1ccc(Cl)cc1	-0.1	15	0.3	-3
9	O=C(CSc1nnc(-c2ccncc2)n1-c1ccccc1)NCc1ccco1	0.1	4	1.2	11
10	COc1ccccc1/C=C/C(=O)N1CCN(c2ccccc2OC)CC1	-0.2	7	2.6	12
11	CC(C)C(=O)Nc1nnc(-c2cccnc2)s1	0.1	17	2.0	-7
12	Oc1ccc(CCNc2nc(Nc3ccc(N4CCOCC4)cc3)nc3c2ncn3C2CCCCC2)cc1	-0.2	8	1.9	6
13	Cc1ccc(OCC(=O)Nc2ccccc2N2CCN(S(C)(=O)=O)CC2)cc1C	-0.1	-3	-0.7	-22
14	CC(C)Sc1ccc(-c2ccc(C=O)cc2)cn1	-0.4	4	-0.1	-75
15	O=C(C[n+]1cccc(/C=N/O)c1)Nc1ccc(C(=O)O)cc1	0.2	11	0.1	3
16	O=C1NC(c2ccc(C(F)(F)F)cc2)C(C(=O)c2ccccc2)C(O)(C(F)(F)F)N1 (configuration not stated)	-0.1	-3	-1.9	-10
17	O=C(CSc1ccccn1)N1c2ccccc2CCc2ccccc21	0.1	3	-0.1	-1
18	Cc1cccc(NS(=O)(=O)c2cc3c4c(c2)CCN4C(=O)CC3)c1	0.6	13	0.9	6
19	COc1ccc(S(=O)(=O)Oc2ccc(NC(C)=O)cc2)c2ccccc12	-0.3	-4	1.3	9
20	CCOC(=O)C(NC(=O)N(C1=NCC(C)S1)c1cccc(C)n1)(OC)C(F)(F)F (configuration not stated)	0.2	13	-1.9	-7

# Brought forward from above: 5 entries; new compounds follow.
no.	Molecule	FBW7 act	MITF primary	GPR151 ag	TEAD-YAP inh
16	O=C1NC(c2ccc(C(F)(F)F)cc2)C(C(=O)c2ccccc2)C(O)(C(F)(F)F)N1 (configuration not stated)	-0.1	-3	-1.9	-10
17	O=C(CSc1ccccn1)N1c2ccccc2CCc2ccccc21	0.1	3	-0.1	-1
18	Cc1cccc(NS(=O)(=O)c2cc3c4c(c2)CCN4C(=O)CC3)c1	0.6	13	0.9	6
19	COc1ccc(S(=O)(=O)Oc2ccc(NC(C)=O)cc2)c2ccccc12	-0.3	-4	1.3	9
20	CCOC(=O)C(NC(=O)N(C1=NCC(C)S1)c1cccc(C)n1)(OC)C(F)(F)F (configuration not stated)	0.2	13	-1.9	-7
21	O=C(CSc1ncn[nH]1)Nc1nsc(-c2ccc(Cl)cc2)n1	0.0	14	0.8	-13
22	C(=N\Nc1ccc(-n2ccnc2)nn1)/c1ccco1	0.2	10	3.3	-8
23	CCCCCCCn1c(SC(C)C)nc2c1c(=O)[nH]c(=O)n2C	0.5	-16	0.1	-3
24	COc1ccc(C)cc1S(=O)(=O)N1CCC(C(=O)O)CC1	0.0	-4	0.0	-8
25	O=C(Nc1ccccc1O)c1ccc(Br)c(S(=O)(=O)N2CCOCC2)c1	-0.1	-4	0.3	2
26	O=C(N/N=C\C(Br)=C\c1ccccc1)c1ccc(F)cc1	0.0	-3	-0.8	-43
27	O=c1c2c3c(sc2nc(SCc2ccc4c(c2)OCO4)n1-c1ccccc1)CN(Cc1ccccc1)CC3	0.0	11	0.4	-6
28	O=C(NCc1cccs1)c1cc2c(s1)CS(=O)(=O)C2	-0.1	-11	0.7	-5
29	CC1CCCCN1C(=O)c1n[nH]c(=O)c2ccccc12 (configuration not stated)	0.1	13	-0.5	2
30	N#C/C(=C\c1cccnc1)C(=O)NC1CCS(=O)(=O)C1 (configuration not stated)	0.0	5	-1.0	6
31	O=C(N/N=C/c1cccs1)c1ccccc1Cl	-0.1	3	0.5	-43
32	COc1cccc(NC(=O)C2(c3ccccc3)CCOCC2)c1	-0.1	-1	0.5	-5
33	COc1cc2ccccc2cc1C(=O)Nc1ccc2c(c1)oc1ccccc12	-0.1	-14	-0.7	0
34	O=C(O)c1cn(NC(=O)C2CCNCC2)c(=O)c2ccccc12	-0.1	1	-1.4	7
35	COc1ccc(N/C=C\C(=O)c2ccc(F)cc2)cc1OC	-0.2	0	-1.2	-50
36	COCCN1C(=O)C(F)(F)Oc2cc3c(cc21)CCCC3	-0.2	-3	-1.2	4
37	CN(C)S(=O)(=O)c1cccc(C(=O)OCc2cccc([N+](=O)[O-])c2)c1	0.0	5	-0.1	5
38	COc1cccc(/C=N/n2cnnc2)c1OCc1ccc(Cl)cc1Cl	-0.1	-5	-1.5	5
39	O=C(CCn1cncn1)N1CCCC(CNC(=O)C2(c3ccc(Cl)cc3)CC2)C1 (configuration not stated)	0.1	-15	-0.3	-5
40	COc1ccc(CCNC(=S)NC(=O)c2ccco2)cc1OC	0.1	10	-0.5	1

# Entries by screen from the list:
# Entries 26–36 in GPR151 ag read -0.8, 0.4, 0.7, -0.5, -1.0, 0.5, 0.5, -0.7, -1.4, -1.2, -1.2
# Entries 26–36 in MITF primary read -3, 11, -11, 13, 5, 3, -1, -14, 1, 0, -3

# More entries:
no.	Molecule	FBW7 act	MITF primary	GPR151 ag	TEAD-YAP inh
41	C=CC(=O)Oc1cccc(N2C(=O)C3C4C=CC(C4)C3C2=O)c1 (configuration not stated)	0.1	8	-0.7	-1
42	COC(=O)C1=C(C)NC2=C(C(=O)CC(C)(C)C2)C1c1cc(OC)c(O)c(OC)c1 (configuration not stated)	-0.1	-4	-0.2	-2
43	COc1ccc(C2=NN(C(=O)CSc3nnc(CNC(=O)c4ccccc4F)n3C)C(c3ccc(F)cc3)C2)cc1 (configuration not stated)	0.2	21	-1.4	4
44	CC(=O)Nc1ccc(S(=O)(=O)N2CCC(N(C)C(C)C)CC2)cc1	0.1	4	-0.6	1
45	CN(C)c1nc(Nc2ccc(OC(F)(F)F)cc2)nc(NC(C)(C)C)n1	-0.1	2	1.8	1
46	CC(C)(C)c1ccc(C(=O)Nc2ccc(C(=O)N3CCCC3)cc2)cc1	-0.2	-12	-1.7	-6
47	CCOC(=O)c1cccc(NC(=O)c2ccc(C#N)cc2F)c1	0.2	-20	-0.5	-8
48	COCCNc1cc(-c2ccccc2F)nc(C)n1	0.0	-9	-1.3	-31
49	CC(C)(C)c1ccc(C2(C)NC(=O)N(CC(=O)Nc3ccc4c(c3)OCO4)C2=O)cc1 (configuration not stated)	0.0	6	0.0	18
50	NC(=O)c1cnc(Nc2ccc3ncccc3c2)s1	-0.2	6	0.1	15
51	Cc1ccc2oc(-c3ccc(C)c(N)c3)nc2c1	-0.3	1	-4.4	54*
52	Cc1ccc(C23CC4CC(CC(C4)C2)C3)cc1[N+](=O)[O-]	-0.3	54*	1.2	-4
53	Cc1ccc(CNC(=O)N2CCC(CN3CCc4ccccc4C3)CC2)cc1	0.8	-6	2.2	-6
54	CCc1ccc(-c2csc(NC(=O)c3ccc(S(=O)(=O)N4CC(C)CC(C)C4)cc3)n2)cc1 (configuration not stated)	-0.2	-16	-0.8	-4
55	Cc1cc(Br)ccc1NC(=O)CCN1C(=O)c2ccccc2C1=O	0.2	4	0.7	-6
56	CCCC(C)NC(=O)c1ccccc1SC (configuration not stated)	-0.1	-2	-0.2	2
57	O=C1c2ccccc2-c2onc3c(N4CCN(CCO)CC4)cc(N4CCOCC4)c1c23	-0.4	19	-1.9	17
58	CCC(CO)NC(=O)c1cccc(S(=O)(=O)NCc2ccccc2)c1 (configuration not stated)	-0.1	-1	-0.9	-4
59	CCOc1ccc(S(=O)(=O)Nc2cccc(N3CCCC3=O)c2)cc1	-0.2	-10	-0.2	4
60	O=S(=O)(c1ccccc1)n1nc(-c2ccccc2)nc1NCc1ccco1	0.3	17	-0.1	-19
61	CCOC(=O)c1c(NC(=O)c2ccc([N+](=O)[O-])cc2)sc(C(=O)Nc2ccccc2C)c1C	0.1	0	1.4	11
62	COc1ccc(C2C(C#N)=C(N)OC3=C2C(=O)CCC3)c(C)c1C (configuration not stated)	0.0	-2	2.1	0
63	CCOC(=O)c1cc(S(=O)(=O)Nc2ccccc2OCC)cn1C	-0.1	-4	0.0	-5
64	Cc1ccc(S(=O)(=O)NCc2ccccn2)cc1[N+](=O)[O-]	0.6	10	-0.2	-4
65	COc1ccc(-c2cc(C(F)(F)F)nc(-n3cc([N+](=O)[O-])cn3)n2)cc1	0.1	4	-0.6	-3
66	NC(=O)NC(=O)COC(=O)/C=C/c1cccs1	0.3	16	-1.5	-5
67	O=[N+]([O-])c1cccc(/C=N/Nc2ccc(-n3ccnc3)nn2)c1	0.8	2	0.1	3
68	O=[N+]([O-])c1ccc(-c2cn3ccc4ccccc4c3n2)o1	0.7	19	0.2	-77
69	O=C(NC1=NCCS1)Nc1ccc2snnc2c1	1.0	0	-0.8	-39
70	O=C(O)c1ccc(NCc2ccccc2)c(NC(=O)C2C3C=CC(C3)C2C(=O)O)c1 (configuration not stated)	0.0	11	-0.4	-14
71	Cc1ccccc1CN1C(=O)C(O)(CC(=O)c2ccccc2O)c2ccccc21 (configuration not stated)	0.6	7	0.1	-10
72	COc1ccc(OC)c(NC(=O)C(=O)/C=C(\O)c2cc(OC)ccc2OC)c1	0.4	27	-1.2	5
73	COc1ccc2nc(NC(=O)CSC3=NCCS3)sc2c1	0.0	4	1.5	-28
74	Cn1ncc(-c2ccnc(Nc3ccc(N4CCOCC4)cc3)c2)c1N	-0.5	0	0.3	35*
75	Cc1ccc(OC(C)C(=O)NNC(=O)CCC(=O)Nc2cccc(Cl)c2C)cc1 (configuration not stated)	-0.2	-5	-0.1	-3
76	Cc1ccccc1N1C(=O)C2C3c4ccccc4C(C=O)(c4ccccc43)C2C1=O (configuration not stated)	-0.1	-12	0.6	21
77	O=C(Cn1cc(NC(=O)COc2ccccc2)cn1)NCCn1ccc2ccccc21	-0.2	6	1.3	3
78	CC(c1ccccc1)c1cc(C(=O)N2CCCCCC2)on1 (configuration not stated)	0.1	14	-0.1	-7
79	CC(C)NC(=O)Cn1nnc(-c2ccncc2)n1	-0.6	-7	1.0	-4
80	COC(=O)C1=CNC=C(C(=O)OC)C1c1ccc(OC)c(OC)c1OC	0.3	-7	-0.1	-8

# Individual results from the entries so far:
# MITF primary, `O=C(O)c1ccc(NCc2ccccc2)c(NC(=O)C2C3C=CC(C3)C2C(=O)O)c1` (configuration not stated) : 11
# GPR151 ag, `COc1ccc(-c2cc(C(F)(F)F)nc(-n3cc([N+](=O)[O-])cn3)n2)cc1` : -0.6

# The listing continues.
no.	Molecule	FBW7 act	MITF primary	GPR151 ag	TEAD-YAP inh
81	COC(=O)C1=C(C(=O)c2ccc(C)cc2)C(c2cc(OC)ccc2OC)n2nnnc2N1 (configuration not stated)	-0.1	2	0.7	-4
82	Cc1cc(C)cc(CN2CCC3(CCC(CNC(=O)c4ccco4)O3)CC2)c1 (configuration not stated)	0.6	-16	1.5	-7
83	COCC(=O)N(Cc1cc2ccc(C)c(C)c2n2nnnc12)C1CCCCC1	-0.1	0	-0.9	-4
84	COc1ccc(C(=O)/C=C/c2ccc([N+](=O)[O-])cc2)c(OC)c1	0.0	-3	-0.2	3
85	CC(C)Cn1c(CCNC(=O)C(C)(C)C)nc2ccccc21	0.1	-17	-1.2	12
86	COc1ccc(CC(=O)Nc2c3c(nc4ccccc24)N(Cc2ccccc2)CC3)cc1OC	-0.1	-13	0.3	6
87	CC(C)(c1ccccc1)n1nnc(-c2ccccc2)n1	0.1	5	1.8	2
88	O=C(CN1C(=O)CC(c2ccco2)Sc2ccccc21)NCc1ccccc1Cl (configuration not stated)	-0.1	4	4.1	4
89	CC(C)COc1ccc(C(=O)N(Cc2ccccc2F)C2CCS(=O)(=O)C2)cc1 (configuration not stated)	0.1	10	0.2	-2
90	O=C(Nc1nc(-c2cc3ccccc3oc2=O)cs1)c1cccc(C(F)(F)F)c1	0.0	0	1.0	-15
91	CCOc1ccc(-n2nnnc2CN2CCN(S(=O)(=O)c3ccc(F)cc3)CC2)cc1	0.1	-8	-0.6	10
92	NC(=NCCC[C@H](N)C(=O)O)NO	-0.1	-5	5.5*	-3
93	NC(=O)CSc1nc(-c2ccc(Br)cc2)nc2ccccc12	-0.1	-1	-0.8	-8
94	OCCC1CN(Cc2cc(Cl)ccc2O)CCN1Cc1ccccc1 (configuration not stated)	0.3	2	-1.2	15
95	COCCn1c(C)cc(/C=N/n2c(-c3cccc(Cl)c3)n[nH]c2=S)c1C	-0.1	13	-1.5	9
96	CC(=O)NCc1nnc2n1CCN(Cc1ccc(-c3cccc(Cl)c3)o1)CC2	-0.1	15	0.5	6
97	Cc1ccc(C)n1-c1nc(SCCCC(=O)O)n[nH]1	0.0	13	1.6	-1
98	NC(=O)CSc1nc2cc(S(=O)(=O)Nc3cccc(Cl)c3)ccc2o1	0.2	8	-0.8	-1
99	CCOc1ccc(C(=O)Nc2ccccc2C(=O)O)cc1	0.0	-25	-5.8	-2
100	CCc1cccc(CC)c1NC(=O)c1cc(S(=O)(=O)N2CCOCC2)ccc1F	-0.1	5	2.2	11
101	Cc1ccc(Nc2ncnc3nc[nH]c23)cc1C	0.2	13	-0.4	13
